aSyn yeast inh: alpha-synuclein toxicity inhibition in yeast | Yeast expressing alpha-synuclein, growth rescue, BacTiter-Glo, 24 h | AID 652106 | Potency, µM (top dose mostly 46.1 µM), for inactives: at the top dose growth rescue (activation), usual class: activators | hit rate 0.14% among 370,000; note: potency is the fitted concentration of half-maximal effect; % of control where 0% means no effect; nearly all actives have a fitted effect of over 65% in size
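Rescue of yeast growth: cells expressing toxic alpha-synuclein, induced in galactose at OD600 0.02, incubated with compound 24 h at 30 C. ATP luminescence quantified growth; inhibitors of toxicity appear as activators.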
TDP-43 yeast inh: inhibitors of TDP-43 toxicity in yeast | AID 652104 | hit rate 1.8% among 410,000 | TDP-43 expressing yeast growth rescue, BacTiter-Glo, 24 h | Potency, µM (series often up to 46.1 µM), for inactives: at the top dose growth rescue (activation), most hits filed as activators; note: potency is the fitted concentration of half-maximal effect; % of control where 0% means no effect; nearly all actives have a fitted effect of over 50% in size
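Readout is BacTiter-Glo luminescence of cell growth, so inhibitors register as activators. TDP-43-expressing yeast at OD600=0.02 in galactose medium, after raffinose pregrowth to mid-log, were incubated with compound for 24 hr at 30 deg C.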
GLP-1R inv ag: acts as inverse agonist at human GLP-1 receptor | P43220 | HEK293 GLP-1R CRE-luciferase, luminescence, 24 h; GLP-1R form is constitutively active | Potency, µM (series often up to 38.3 µM), for the others: at the highest dose activity change, negative = inhibition, hits mostly inhibitors | hit rate 1.6% among 410,000; note: potency is the fitted concentration of half-maximal effect; % is set by controls: 0 for no effect and ±100 for the full control effect; nearly all actives have a fitted effect of over 55% in size
Target sequence (P43220 whole entry, looked up): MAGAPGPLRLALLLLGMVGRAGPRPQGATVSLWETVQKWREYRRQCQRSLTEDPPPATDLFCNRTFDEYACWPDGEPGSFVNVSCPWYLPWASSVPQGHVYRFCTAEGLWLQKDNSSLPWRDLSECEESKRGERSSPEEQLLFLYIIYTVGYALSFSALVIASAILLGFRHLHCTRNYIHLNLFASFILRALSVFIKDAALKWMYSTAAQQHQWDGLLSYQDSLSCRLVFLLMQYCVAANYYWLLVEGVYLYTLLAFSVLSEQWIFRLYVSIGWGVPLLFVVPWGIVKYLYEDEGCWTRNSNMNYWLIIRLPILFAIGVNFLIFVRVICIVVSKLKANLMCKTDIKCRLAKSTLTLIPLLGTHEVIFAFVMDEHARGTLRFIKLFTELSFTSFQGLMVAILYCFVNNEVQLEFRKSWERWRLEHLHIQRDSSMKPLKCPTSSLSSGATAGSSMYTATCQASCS
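Readout was luciferase luminescence, measured 12 min after detection reagent at room temperature. Beforehand, GLP-1R reporter HEK293 cells had sat 12 h, then received compounds for 24 hr at 37 deg C.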
PTHR1 agonist: agonists of human PTHR1 parathyroid hormone receptor. Potency, µM (series often up to 115 µM), for inactives: top-dose activation, hits mostly activators. HEK293 GP2 PTHR1 cells, GloSensor cAMP luminescence, 1 h. hit rate 0.075% among 410,000. Q03431; note: potency is the fitted concentration of half-maximal effect; nearly all actives have a fitted effect of over 55% in size; some results filed as inactive show a strong effect at the top dose; inactives centre near -15; many of its hits are not listed in these tables
Target sequence (Q03431 whole entry, looked up): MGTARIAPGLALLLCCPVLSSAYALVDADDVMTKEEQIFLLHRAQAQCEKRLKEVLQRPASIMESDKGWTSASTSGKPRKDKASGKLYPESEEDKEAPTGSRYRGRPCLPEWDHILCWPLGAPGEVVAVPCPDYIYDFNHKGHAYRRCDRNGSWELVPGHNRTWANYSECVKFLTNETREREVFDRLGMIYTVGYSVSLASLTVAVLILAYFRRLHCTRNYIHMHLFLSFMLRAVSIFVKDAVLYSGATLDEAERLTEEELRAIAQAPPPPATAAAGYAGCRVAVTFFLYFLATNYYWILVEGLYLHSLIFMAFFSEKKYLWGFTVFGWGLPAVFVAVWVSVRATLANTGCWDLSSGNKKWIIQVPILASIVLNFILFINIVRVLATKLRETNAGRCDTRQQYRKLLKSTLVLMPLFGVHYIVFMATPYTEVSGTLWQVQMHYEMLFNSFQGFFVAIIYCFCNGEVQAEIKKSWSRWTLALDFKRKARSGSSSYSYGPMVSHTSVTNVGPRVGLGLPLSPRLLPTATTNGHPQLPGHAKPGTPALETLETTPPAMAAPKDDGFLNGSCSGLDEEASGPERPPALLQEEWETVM
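HEK-293-derived GP2 cells expressing PTHR1 and a GloSensor cAMP reporter, 3,000/well, plated overnight, given luciferin plus IBMX (each 0.5 mM as added) for 1 h at 37 °C, then compound for 1 h at 37 °C. Luminescence was read after 15 min at room temperature.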
Abeta yeast res: A-beta toxicity reversal in yeast; yeast expressing A-beta42, growth rescue, OD600, 48 h; response scale: 0% DMSO, 100% iron-clioquinol control; AID 1347071; hit rate 0.063% among 410,000; Potency, µM (titrated, usually from 46.1 µM), for inactives: at the highest dose growth rescue, usual class: activators; note: potency is the fitted concentration of half-maximal effect; nearly all actives have a fitted effect of over 55% in size
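Yeast growth medium received pinned compounds, then yeast cells expressing toxic A-beta were added; plates incubated at 30 C for 48 hr. Growth read as absorbance at 600 nm, normalized to DMSO and equimolar FeCl3 plus clioquinol controls.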
GLP1R cytotox: cytotoxicity counter-screen for GLP-1 receptor inverse agonists; hit rate 0.13% among 410,000; AID 624418; Potency, µM (highest dose often 38.3 µM), without a hit: at the highest dose activity change, negative = inhibition, hits mostly inhibitors; HEK293 cAMP-luciferase reporter cells, luminescence, 24 h;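 note: loss of luciferase light is scored as toxicity; potency is the fitted concentration of half-maximal effect; % is set by controls: 0 for no effect and ±100 for the full control effect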
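1536-well qHTS counterscreen of the MLSMR; 200 cells/uL, 12 h pre-incubation, 23 nL cpd, 24 h at 37 deg C 5% CO2, luciferase detection reagent, 12 min RT, luminescence. Inhibition = undesired.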
Mm-Cpn inhibitor: blocks the Methanococcus maripaludis chaperonin Mm-Cpn; hit rate 0.031% among 330,000; purified Mm-Cpn ATPase, ADP Transcreener TR-FRET; AID 504842; Potency, µM (top dose mostly 76.9 µM), inactives show top-dose activity, negative = inhibition, most hits filed as inhibitors; note: potency is the fitted concentration of half-maximal effect; % is set by controls: 0 for no effect and ±100 for the full control effect; nearly all actives have a fitted effect of over 80% in size
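Reaction buffer contained 30 mM Tris pH 7.4, 100 mM KCl, 5 mM MgCl2 and 1 mM DTT. Mm-CPN (25 nM final) hydrolysed 10 uM ATP over 30 min at 37°C; ADP was read by HTRF.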
Akt phos inh: blocks phosphorylation of Akt | Neuro2A IGF-stimulated pAkt S473 HTRF, 20 min; hits give low values | AID 651550 | activity change, % for hits at 50 µM | hit rate 0.32% among 360,000; in the data active = activity change below about -80%; inconclusive = mostly about -51% to -80%; note: % is set by controls: 0 for no effect and ±100 for the full control effect
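Neuro2A cells (4,500/well, DMEM with 0.5% FBS) were treated with compound at a single 50 µM final concentration, stimulated with 6 nM IGF for 20 min at 37 °C, and lysed. Phospho-Akt Ser473 was read by HTRF as 665/615 ratio ×10^4.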
FUS yeast rescue: suppressors of FUS proteinopathy in yeast; AID 1347120; Potency, µM (doses to about 76.6 µM), without a hit: at the top dose growth rescue (activation), actives largely listed as activators; S. cerevisiae FUS-expressing, growth rescue, OD600, 24 h; hit rate 0.24% among 390,000;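 note: potency is the fitted concentration of half-maximal effect; plate controls were DMSO vehicle for no effect and reference control for full effect; nearly all actives have a fitted effect of over 55% in size; some results filed as inactive show a strong effect at the top dose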
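FUS-expressing yeast, raffinose-pregrown, induced in 2% galactose minimal medium at OD 0.005; compounds in a dilution series, 24hr at 30C. Growth restoration read as absorbance at 600 nm. CP55940 positive control, DMSO negative.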
* hit, by the source's call; i = inactive; ? = inconclusive; . = not tested or not shown; & = joins results of further samples; [ ] = remark or other dose. Unless noted, calls come from the whole dose curve; as a rule, active = well fitted curve in the direction sought with a large enough effect; inconclusive = small, poorly fitted or top-dose-only effect, or another doubt; inactive = no such curve, though single readings can be large; an effect the other way counts as inactive or inconclusive. The list is partial; rates above refer to the full screens.

SMILES | aSyn yeast inh | TDP-43 yeast inh | GLP-1R inv ag | PTHR1 agonist | Abeta yeast res | GLP1R cytotox | Mm-Cpn inhibitor | Akt phos inh | FUS yeast rescue
Cc1cc(C)n(/C(=C/N(C)C)C(=O)c2ccccc2)n1 | 1% | 9% | -8% | i | 9% | -7% | -2% | i | -3%
Nc1nc2c(Cl)cc(Cl)cc2s1 | -17% | ? | 166%[activator] | -24% | -15% | -1% | 1% | i | -17%
O=C1CC(N2CCOCC2)C(=O)N1c1ccc2c(c1)OCO2 (configuration not stated) | -2% | 26% | 0% | i | 21%[9.22 µM] | -2% | 1% | i | -44%
Cc1ccsc1CN(C)CC(=O)NCC(=O)Nc1ccc(F)cc1 | 2% | 12% | ? | i | 1% | -16% | -1% | i | -10%
COc1ccccc1CNC(=O)C(=O)NCC1OCCN1S(=O)(=O)c1ccccc1 (configuration not stated) | -2% | -22% | 0% | -18% | -15% | -1% | -4% | i | .
COc1cccc(CC(=O)Nc2cc(S(=O)(=O)N3CCCCC3)ccc2C)c1 | -12% | -2% | -29% | -21% | -3% | 3% | 1% | i | 27%
CC(C)(C)OC(=O)NCc1ccc(CNC(=O)c2nc[nH]c2C(=O)N2CCN(c3ccccc3)CC2)cc1 | 7% | 6% | 3% | -73%[inhibitor] | -9% | 10% | -2% | i | ?
O=C1c2cccc3c([N+](=O)[O-])ccc(c23)C(=O)N1CC1CCCO1 (configuration not stated) | 8% | -14% | ? | -22% | -59%[inhibitor] | . | -3% | i | 10%
FC(F)(F)c1ccc(/C=N/n2c(C3CCCCC3)n[nH]c2=S)cc1 | 13% | ? | ? | -20% | 11% | 9% | 1% | i | -6%
CCN(CC)C(=O)Cn1c(SCC(=O)Nc2ccc(F)cc2)nc2ccccc21 | . | 19% | 8% | i | -11% | -18% | . | . | 3%
COc1cc(OC)cc(C(=O)Nc2ccc3c(c2)N(C2CCCC2)C(=O)c2ccccc2S3)c1 | . | -3% | ? | -24% | -8% | -4% | . | . | 48%
O=S1(=O)C=C(N2CCOCC2)c2ccccc21 | 24% | 10% | 9% | i | -6% | -7% | 1% | i | 4%
O=C(CSCc1cnn(-c2ccccc2)c1-n1cccc1)NCc1ccc(Cl)cc1 | . | ? | ? | -58%[inhibitor] | 12% | 1% | . | . | ?
COc1ccc(NC(=O)C[C@H]2C(=O)N(C3CCCCC3)C[C@@H]2C)cc1 | 5% | 30% | -5% | i | 1% | -6% | . | i | 23%
N/C(=N\OC(=O)CN1C(=O)c2ccccc2C1=O)c1ccc(Br)cc1 | 2% | 7% | 0% | i | -1% | -18% | -1% | i | 20%
CC(=O)c1ccc(Oc2cc(C)nc(N3CCOCC3)n2)cc1 | -3% | 9% | 19% | i | -12% | -3% | 1% | i | -3%
COCCN1Cc2cccc(C(=O)Nc3ccc(C)c(C)c3)c2C1=O | -9% | 7% | 24% | -13%[57.5 µM] | -13% | 3% | -1% | i | 16%
CC(=O)c1cccc(OC(=O)c2ccccc2)c1 | 10% | 18% | 20% | 0% | 17% | -15% | . | i | .
O=C(O)CSc1nnc(-c2cccnc2)n1Cc1ccccc1 | 0% | -11% | 0% | -4%[57.5 µM] | 3% | 8% | 0% | i | 10%
N/C(=N\OC(=O)C(c1ccccc1)c1ccccc1)c1cccnc1 | 2% | -11% | 0% | -14%[57.5 µM] | -3% | 18% | 0% | i | 18%
CC(C)Oc1ccc(CSc2nnc3n(C)c(=O)c4c5c(sc4n23)CCCC5)cc1 | -2% | -21% | 0% | 26% | -10% | 6% | . | i | ?
COc1cc(CO)cc(Br)c1OCc1cccnc1 | -1% | -11% | -4% | -9% | -1% | 3% | 1% | i | 25%
O=C(NCc1ccco1)c1cccc2c1C(=O)N(C1CCCCC1)C2 | 1% | -15% | 7% | i | -5% | -9% | 0% | i | -2%
O=S(=O)(Cc1ccccc1)N1CCNCC1 | -5% | -11% | -3% | 21% | 0% | -3% | -1% | i | 21%
COc1ccccc1C=NNc1nc(C)cc(=O)[nH]1 | -6% | 0% | 2% | -16% | -3% | -9% | . | i | .
O=C(O)C[C@H]1c2cc(F)ccc2S(=O)(=O)N1Cc1ccccc1 | 1% | 7% | -9% | i | -4% | -14% | . | i | -19%
CCC(CC)C(=O)Nc1nnc(SCC(=O)NC2CC2)s1 | 1% | 11% | 3% | -2% | -14% | 6% | 1% | i | -1%
C[C@@H]1CN(c2c(F)c(F)c3c(=O)c(C(=O)O)cn(C4CC4)c3c2F)C[C@H](C)N1 | -1% | -4% | -8% | -24% | 2% | 0% | 2% | i | -14%
COC(=O)c1ccc(NC(=O)C(=O)NCC2CCCO2)cc1 (configuration not stated) | -4% | 30% | 5% | -12% | -3% | 3% | -3% | i | 8%
CC1=CC(C)C2C(=O)N(CCCN(C)C)C(=O)C2C1 (configuration not stated) | 3% | 21% | -7% | i | 4% | -5% | 2% | i | -21%
Clc1cccc(-c2nc3nc4ccccc4nc3n2Cc2ccccc2)c1 | 0% | 4% | 10% | -17% | 4% | 0%[1.53 µM] | 2% | i | 7%
Nc1nc(-c2ccccc2Cl)cs1 | -50%[inhibitor] | -1% | -13% | -13% | -33% | 2% | . | i | 42%
O=S(=O)(Nc1cc(S(=O)(=O)N2CCOCC2)ccc1NCC1CCCO1)c1ccccc1 (configuration not stated) | -7% | 16% | 11% | -6% | 2% | 3% | 1% | i | 10%
CCOC(=O)CCC(NC(=O)CCCCCCCCC(=O)NC(CCC(=O)OCC)C(=O)OCC)C(=O)OCC (configuration not stated) | -1% | 13% | 25% | -19% | 9% | -4% | 3% | i | 12%
Cc1c(N=Cc2cc3c(cc2[N+](=O)[O-])OCO3)cccc1[N+](=O)[O-] | 0% | -1% | -9% | -19% | 16% | 5% | . | i | 17%
Cc1cccc(NS(=O)(=O)c2c(C)[nH]c(C)c2C(=O)N2CCCC2)c1 | 7% | -2% | -12% | -24% | 20% | -2% | -3% | i | -2%

3 successive entries from above, for reference:
SMILES | aSyn yeast inh | TDP-43 yeast inh | GLP-1R inv ag | PTHR1 agonist | Abeta yeast res | GLP1R cytotox | Mm-Cpn inhibitor | Akt phos inh | FUS yeast rescue
CCC(CC)C(=O)Nc1nnc(SCC(=O)NC2CC2)s1 | 1% | 11% | 3% | -2% | -14% | 6% | 1% | i | -1%
C[C@@H]1CN(c2c(F)c(F)c3c(=O)c(C(=O)O)cn(C4CC4)c3c2F)C[C@H](C)N1 | -1% | -4% | -8% | -24% | 2% | 0% | 2% | i | -14%
COC(=O)c1ccc(NC(=O)C(=O)NCC2CCCO2)cc1 (configuration not stated) | -4% | 30% | 5% | -12% | -3% | 3% | -3% | i | 8%

(next part)
SMILES | aSyn yeast inh | TDP-43 yeast inh | GLP-1R inv ag | PTHR1 agonist | Abeta yeast res | GLP1R cytotox | Mm-Cpn inhibitor | Akt phos inh | FUS yeast rescue
COc1ccc(C(=O)NCCS(=O)(=O)N2CCc3ccccc3C2)cc1OC | -7% | -10% | 4% | i | -9% | -8% | -3% | i | -3%
O=c1[nH]c(C2CCCN(S(=O)(=O)c3cccc(F)c3)C2)nc2c1nnn2Cc1ccccc1 (configuration not stated) | 1% | -12% | 41%[activator] | -24% | -8% | -24% | 2% | i | 21%
CCOc1ccc2nc(N3CCCC(C(=O)NCCc4ccc(OC)cc4OC)C3)sc2c1 (configuration not stated) | . | ? | ? | i | -9% | -19% | . | . | -1%
COC(=O)c1ccc(COc2ccc3c(c2)CCC3)o1 | -7% | 28% | -9% | -8% | -12% | ? | 1% | i | -6%
COc1ccc(C(=O)Nc2ccc(C(=O)OCc3cc(=O)n4nc(C5CC5)sc4n3)cc2)cc1 | . | 21% | 1% | i | -6% | 0% | . | . | 2%
Cc1nnc(NC(=O)c2ccc3ccccc3n2)s1 | ? | 24% | ? | -28% | -14% | ? | 1% | i | -16%
Cc1ccc(S(=O)(=O)NCc2ccc(/C=C(/C#N)C(=O)NCc3ccccc3)o2)cc1 | 4% | -5% | 5% | -24% | 13% | -15% | 0% | i | 5%
CCC1CCCCN1C(=O)CSc1nc(N)c(NC(=O)c2ccc(OC)c(OC)c2)c(=O)[nH]1 (configuration not stated) | 9% | 0% | -12% | i | 1% | -4% | -2% | i | -10%
S=C(NCc1ccccc1)N1CCCCC1 | -6% | 9% | 1% | -29% | -3% | 18% | -5% | i | -19%
O=C1c2c(-c3ccc(Br)cc3)noc2CCN1Cc1cn(Cc2cccnc2)nn1 | -7% | 10% | 2% | -37%[inhibitor] | -6% | 0% | . | i | 7%
CCOC(=O)C(C)Sc1ccc2nnc(CCNS(=O)(=O)c3ccc(C)cc3)n2n1 (configuration not stated) | -6% | 3%&3% | 4%&3% | -4% | 1%&-13% | 2%&1% | -10% | i | -27%&-6%
CCc1nnc(NS(=O)(=O)c2ccc(NC(=O)c3ccccc3O)cc2)s1 | 5% | 4% | 12% | i | 2% | -3% | -4% | i | 9%
CCc1ccc(S(=O)(=O)c2n[nH]n3c2nc(=O)c2ccccc23)cc1 | -2% | -21% | -17% | -20%[57.5 µM] | -7% | -4% | 0% | i | 11%
CC(C)(C)c1[nH]nc2c1C(c1ccc(OC(=O)c3ccco3)cc1)C(C#N)=C(N)O2 (configuration not stated) | -4% | -11% | 1% | -16% | 7% | -3% | 2% | i | -1%

Source: PubChem (National Center for Advancing Translational Sciences (NCATS))
